High-throughput results: PubChem BioAssay, several laboratories
VIM-2 inh – blocks Pseudomonas aeruginosa VIM-2 metallo-beta-lactamase; purified VIM-2, nitrocefin hydrolysis, epi-absorbance fluorescence; 290,000 compounds, 0.89% hits; inhibition, % at 5.6 µM;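 active = inhibition above the mean of all tested compounds plus 3 SD, cutoff set per screening run, cut at about 7.5% in these data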;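 also: red hydrolysis product quenches plate fluorescence so inhibitors raise well fluorescence; 0% = enzyme with DMSO and 100% = DMSO without enzyme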
DNA FID counter – displaces DNA intercalator in HCV helicase counter-screen; DNA fluorescent intercalator displacement, fluorescence; inhibition, % at 7.9 µM; 290,000 compounds, 0.17% hits; in the data active = inhibition above about 37%;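 also: 0% = vehicle and 100% = reference compound; higher means more ethidium bromide displaced from hairpin DNA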
IMP-1 inh – blocks Pseudomonas aeruginosa IMP-1 metallo-beta-lactamase; 290,000 compounds, 0.45% hits; purified IMP-1, nitrocefin hydrolysis, epi-absorbance fluorescence; inhibition, % at 5.6 µM;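 active = inhibition above the mean plus 3 SD of all compounds in the same screening run, cut at about 4.5% in these data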;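 also: 0% = IMP-1 with DMSO and 100% = DMSO wells lacking enzyme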
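System – purified recombinant IMP-1 beta-lactamase · Input – IMP-1 dispensed at 0.2 nM · Timing – 15 min preincubation plus 25 min reaction at 25 °C · Signal – Epi-absorbance fluorescence, 480 nm excitation, 530 nm emission · Measure – percent IMP-1 inhibition derived from blank-referenced optical density · Controls – Enzyme-plus-DMSO low control, enzyme-free DMSO high control · Replication – singlicate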
NALP1 inh – blocks the NALP1 inflammasome reconstituted in yeast; S. cerevisiae NALP1/ASC/caspase-1 growth, X-gal OD620, 72 h; inhibition, % at 10 µM; 280,000 compounds, 0.61% hits; AID 2071; in the data active = inhibition mostly above about 24%, no sharp cut-off; inactive = mostly below about 32%; also: some compounds called inactive have numbers as strong as hits
NS3 helicase inh – HCV NS3 helicase inhibition; NS3 helicase DNA unwinding, Cy5 molecular beacon fluorescence; inhibition, % at 10.9 µM; 290,000 compounds, 0.56% hits; AID 1800;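 active = inhibition above the mean of all tested compounds plus 3 SD, set per campaign, cut at about 35% in these data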;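 also: 0% = DMSO wells and 100% = thioflavine S control wells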
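Assay system: hepatitis C virus NS3 helicase domain fragment enzyme. Also added: annealed dual-labelled DNA beacon duplex, ATP-started. Timing: 1 h reaction at 25 °C, ATP-initiated. Technique: Cy5 fluorescence at 0 and 60 min, beacon hairpin quenching. Evaluation: % inhibition of unwinding. Replication: one well per compound.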
MEKK2 mut-MEK5 – signal of MEK5 binding to mutant human MEKK2 PB1 domain. bead flow cytometry, Alexa488-MEK5 binding to MEKK2 mutant. percent response, % at 10 µM. 290,000 compounds, 0.35% hits; in the data active = percent response above about 24%, passing the limit was not always enough; also: inactives centre near 1; some results filed as inactive read as strong as hits
PfM18AAP inh – blocks P. falciparum M18 aspartyl aminopeptidase. 290,000 compounds, 1.2% hits. recombinant PfM18AAP, H-Glu-NHMec fluorogenic cleavage. inhibition, % at 7.35 µM;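 active = inhibition above the campaign mean inhibition over all tested compounds plus 3 SD, cut at about 28% in these data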;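 also: 0% = plate median of test compound wells and 100% = 2 mM ZnCl2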
UBC9 SUMO inh – inhibitors of human SUMOylation (UBC9); AID 2006; inhibition, % at 35 µM; P63279; 290,000 compounds, 0.36% hits; HTRF SUMOylation assay, SAE1/SAE2 + UBC9, in vitro; in the data active = inhibition above about 50%, passing the limit was not always enough; also: strong numbers were not always called active
Target sequence (P63279 whole entry, looked up): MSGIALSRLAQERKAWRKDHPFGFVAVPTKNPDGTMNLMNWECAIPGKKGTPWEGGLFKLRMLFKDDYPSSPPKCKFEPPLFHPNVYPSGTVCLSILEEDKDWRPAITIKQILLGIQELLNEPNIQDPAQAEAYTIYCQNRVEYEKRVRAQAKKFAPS
MEKK2wt PB1 HTS – raises or lowers MEK5 binding to wildtype human MEKK2 PB1 domain; binding response (% of control), % at 10 µM; bead flow cytometry, Alexa488-MEK5 binding to MEKK2 WT; actives lie on both sides; Q9Y2U5; 290,000 compounds, 1.1% hits; in the data active = binding response below about 67% or above about 130%
* = called active by the depositor; x = no result given.

Start of the data: the first 3 entries (preview)
SMILES	VIM-2 inh	DNA FID counter	IMP-1 inh	NALP1 inh	NS3 helicase inh	MEKK2 mut-MEK5	PfM18AAP inh	UBC9 SUMO inh	MEKK2wt PB1 HTS
Cc1cc(Cl)ccc1OC(C)C(=O)NCCc1ccc2c(c1)OCCO2 (stereo not drawn)	-2.8	-30	-1.4	25	-6	-2	2	-3	106
CCn1cc(CCCC(=O)NCc2ccc(OC)cc2)c2ccccc21	-3.2	-35	-2.6	12	-10	8	4	-11	106
O=C(O)/C=C/C(=O)Nc1ccc(NC(=O)c2ccccc2)c(Cl)c1	-3.3	1	-2.0	28	-1	5	-3	-11	105

The listing, previewed entries included:
SMILES	VIM-2 inh	DNA FID counter	IMP-1 inh	NALP1 inh	NS3 helicase inh	MEKK2 mut-MEK5	PfM18AAP inh	UBC9 SUMO inh	MEKK2wt PB1 HTS
Cc1cc(Cl)ccc1OC(C)C(=O)NCCc1ccc2c(c1)OCCO2 (stereo not drawn)	-2.8	-30	-1.4	25	-6	-2	2	-3	106
CCn1cc(CCCC(=O)NCc2ccc(OC)cc2)c2ccccc21	-3.2	-35	-2.6	12	-10	8	4	-11	106
O=C(O)/C=C/C(=O)Nc1ccc(NC(=O)c2ccccc2)c(Cl)c1	-3.3	1	-2.0	28	-1	5	-3	-11	105
O=C(CSc1nnc2ccccn12)NC(=O)NC1CCCCC1	-2.6	-8	-3.8	2	-1	8	2	13	98
Clc1ccc(Cn2c(/C=C/c3ccco3)nc3ccccc32)cc1	-3.8	-29	-0.3	49	23	-3	5	41	97
COc1ccc(C2CC(=O)N(C)c3ccccc3S2)cc1 (stereo not drawn)	-3.7	-24	-1.0	7	6	-9	-7	9	86
Cc1ccc(NC(=O)Cn2c(CCC(=O)O)ccc2-c2ccc(Cl)cc2)cc1	1.0	-20	-0.8	21	-8	4	-7	14	103
COc1cc(/C=C2/SC(=S)N(CC(=O)O)C2=O)ccc1OC(=O)c1cccs1	-2.4	-29	-3.5	x	11	-1	4	24	94
CN1CCSc2ccc(C(=O)Nc3ccc(Cl)cc3)cc21	-2.7	0	-4.1	x	-43	-19	7	-6	92
Cc1ccc(-c2nnn(CC(=O)N(c3ccccc3)C(C(=O)NCC3CCCO3)c3cccs3)n2)o1 (stereo not drawn)	2.8	-6	0.2	13	-6	-13	-11	27	75
CCNC(=S)N1CCN(c2ccccc2OCC)CC1	-2.2	-6	0.2	21	-16	-5	-1	-1	92
Cc1cccc(NC(=S)NC2CC3CCCC(C2)N3Cc2ccco2)c1 (stereo not drawn)	1.8	24	-3.3	-3	-10	-9	-14	10	94
COc1ccc(/C=C2\SC(=S)N(NS(=O)(=O)c3ccc(C)cc3)C2=O)c(OC)c1	-5.9	-17	-2.9	-32	111*	1	5	9	99
COc1ccc(N(CC(=O)Nc2nccs2)S(=O)(=O)c2c(C)[nH]c(=O)[nH]c2=O)cc1	1.1	-3	0.5	13	-4	-3	-22	-4	84
C/C=C\C(=O)Nc1cccc(C2=NOC3(C2)C[C@@H](C(N)=O)N(C(=O)c2ccc(OC)cc2)C3)c1 (stereo partly drawn)	x	x	x	-9	x	-15	x	14	87
CN1/C(=C\C(=S)NC(=O)c2ccc([N+](=O)[O-])cc2)C(C)(C)c2ccccc21	-1.6	5	-0.6	12	2	0	7	-8	98
CC(=O)N1c2ccc(S(=O)(=O)NCCc3ccc(Cl)cc3)cc2CC1C (stereo not drawn)	-0.3	-39	-1.3	2	-9	4	-3	4	101
Cc1ccc(NC(=O)Cn2cccc2)cc1C	-1.9	0	-0.5	-4	2	6	-9	22	99
CCc1cc(=O)oc2c3c(cc(OCC(=O)NCCCOC)c12)OC(C)(C)CC3	-1.2	-33	-1.7	8	3	-1	16	35	96
Oc1ccc(Nc2ncnc3ccccc23)cc1	-1.0	-3	-2.1	13	-21	10	1	11	110
Cc1ccc(NC(=O)c2ccc3c(SCC(=O)O)c4c(nc3c2)CCCC4)c(Br)c1	1.5	-25	-2.1	25	-11	1	-7	46	104
COc1ccc(NS(=O)(=O)c2cc(-c3nnnn3C)ccc2OC)cc1	-1.9	8	-3.0	6	-1	1	5	21	100
CC(=O)c1sc(N/N=C/c2cccc([N+](=O)[O-])c2)nc1C	-1.3	3	-2.4	-34	-16	-2	4	12	94
CCN(Cc1ccccc1)S(=O)(=O)c1ccc(S(=O)(=O)N(Cc2ccccn2)Cc2ccco2)cc1	-2.0	1	1.1	9	1	6	7	6	109
Cc1[nH][nH]c(=O)c1C(c1ccc(-c2ccc(Cl)cc2)o1)c1c(C)[nH][nH]c1=O	-4.7	-7	-4.2	13	2	-3	0	80	89
NC(=O)C1(c2ccccc2)CCCN1C(=O)c1ccccc1Br (stereo not drawn)	-0.8	-22	-3.7	-6	-5	3	0	4	96
CCOC(=O)Cn1nc(NC(=O)c2cc(OC)cc(OC)c2)cc1C	-0.6	-16	-5.3	18	4	4	2	19	105
Cn1ccnc1Sc1ccccc1[N+](=O)[O-]	-1.9	-8	-3.2	18	1	2	1	9	105
COc1ccc(C(=O)NCC(=O)N2CCN(c3ccc(F)cc3)CC2)cc1	-1.4	-21	-2.5	14	-4	0	0	-11	103
COc1ccc(-n2c(C)cc(C(=O)CN3C(=O)c4ccccc4C3=O)c2C)cc1	-0.9	-4	-3.3	16	-4	10	-2	-24	105
O=C(c1ccncc1)N(Cc1ccco1)Cc1cc2ccccc2[nH]c1=O	-0.7	-14	-2.0	1	-5	-1	0	-11	99
CCN1C(=O)C(O)(CC(=O)c2cc(C)ccc2C)c2ccccc21 (stereo not drawn)	-6.3	-23	-2.9	14	-1	0	-3	16	100
Cc1cccc(C(=O)NCC(=O)NC(C)CCc2ccccc2)c1 (stereo not drawn)	-3.8	-26	-1.0	0	-1	6	4	9	101
Cc1csc(NC(=O)Nc2ccccc2[N+](=O)[O-])n1	-1.8	5	-4.2	7	-13	-1	10	13	107
O=C(C[n+]1cccc(Br)c1)c1ccc(-c2ccccc2)cc1	-2.1	2	-1.6	9	-15	12	-3	15	120
Cc1ccccc1NC(=S)NNc1ncc(C(F)(F)F)cc1Cl	-5.7	-3	-6.5	-9	6	3	25	-8	109
Cc1cc(C)cc(NC(=O)NC2CCCCCCC2)c1	-2.3	-29	-1.5	2	-7	-2	-1	-9	97
O=C(CSc1nc2ccccc2[nH]1)c1ccccc1F	1.5	-3	-1.9	20	-2	-1	-5	-11	100
Cc1ccc(C(C(=O)NC2CCCCC2)N(C(=O)c2csnn2)c2ccccc2F)o1 (stereo not drawn)	-1.4	-33	-1.9	11	-6	4	3	6	102
CCn1nc(C(=O)OCC(=O)Nc2ncc(Cl)c(C)c2Cl)c2ccccc2c1=O	2.5	-9	-3.0	25	7	0	-1	8	95
CCN(CC)CCNC(=O)C(Oc1ccccc1)Oc1ccccc1	-3.0	4	-2.1	3	4	1	-2	4	100
Cc1cc(NC(=O)c2ccno2)no1	-3.6	-3	-3.6	4	-1	10	6	4	113
CC(=O)c1cccc(NC(=O)c2ccc(NS(=O)(=O)c3c(C)noc3C)cc2)c1	-2.2	-5	-3.4	18	0	1	1	23	112
CCOC(=O)C1=C(C)NC(=O)NC1c1ccc(OC(=O)c2ccco2)c(OC)c1 (stereo not drawn)	-2.9	-24	-0.1	1	1	1	-9	17	101
Cc1ccc(Cn2c(N3CCN(C)CC3)nc3c2c(=O)[nH]c(=O)n3C)cc1	0.8	0	-1.7	22	-2	-8	-1	-5	98
Cc1cc(NC(=O)CCC(=O)N(CC(=O)NCC2CCCO2)c2ccc(Cl)c(Cl)c2)no1 (stereo not drawn)	-3.2	-52	-3.2	7	-3	7	1	4	103
CC(C)(C)C1CCC(=O)C(C2(O)C(=O)Nc3ccccc32)C1 (stereo not drawn)	-2.7	-15	-3.1	9	4	2	8	10	100
COc1ccc([N+](=O)[O-])cc1N(CC(=O)NC(C(C)C)C(C)C)S(C)(=O)=O	-4.3	-6	-1.7	-2	4	-4	3	10	91
S=c1[nH]nc(-c2cc(-c3ccsc3)n[nH]2)n1-c1ccccc1	2.7	-15	-0.6	3	0	-9	-2	15	91
CSc1ccccc1NC(=O)c1ccccn1	-2.3	-4	-2.1	4	-6	2	9	-6	104
Fc1ccc(CN2CCSCC2)cc1F	-2.1	2	-2.4	-8	-2	10	-15	19	109
Cc1c(CCC(C)C)c(-n2ccnc2C)n2c(nc3ccccc32)c1C#N	-0.6	-15	-2.0	-4	4	3	-3	14	106
COC(=O)c1coc(-c2ccc(C)cc2)c1C(=O)OC	-1.4	-6	-1.2	0	2	2	-6	9	103
COc1ccc(/C=C/C(=O)NC(=S)Nc2ccccc2)cc1OC	-1.3	-13	-1.3	-3	26	-7	-4	-12	97
Cc1ccc(NS(=O)(=O)c2ccc(-n3cccn3)cc2)cc1F	-0.9	-13	0.6	24	-11	-7	-3	2	92
O=C(COc1ccccc1)Nc1nc2ccccc2[nH]1	-2.0	-5	-3.9	-3	1	1	4	-8	111
Cc1ccccc1OCC(=O)OCn1nnc2ccccc2c1=O	0.8	-5	-0.9	-2	6	-5	-9	19	95
CCC(=O)Nc1ccc(C(=O)Nc2cc(C)on2)cc1	-0.2	-2	-3.0	0	-1	1	-3	13	107
C=CCN(c1ccccc1)S(=O)(=O)c1ccc(Cl)c(C(=O)OCC(=O)N(C)C2CCS(=O)(=O)C2)c1 (stereo not drawn)	0.3	-26	-0.6	8	-18	-5	1	6	92
Cc1nc2c3c4c(sc3n3c(SCC(=O)NCc5ccco5)nnc3n2n1)COC(C)(C)C4	1.9	-6	-1.1	39	3	11	-4	5	109

More structures follow:
SMILES	VIM-2 inh	DNA FID counter	IMP-1 inh	NALP1 inh	NS3 helicase inh	MEKK2 mut-MEK5	PfM18AAP inh	UBC9 SUMO inh	MEKK2wt PB1 HTS
CCOC(=O)N1CCN(C(=O)CN(Cc2ccc(Cl)cc2)S(=O)(=O)c2ccccc2)CC1	0.1	-41	-2.0	12	-4	0	2	-36	100
Cc1cc2c(cc1S(=O)(=O)Nc1cccc(C)c1C)OCC(=O)N2	-3.3	-9	-2.2	14	-9	0	1	25	98
Cc1nn(Cc2ccc(Cl)cc2Cl)c(C)c1NC(=O)C1C2CCC(O2)C1C(=O)O (stereo not drawn)	-2.6	-16	-3.8	10	6	3	4	10	101
COc1ccc2c3c([nH]c2c1)C(C)N(CCC(=O)NN)CC3 (stereo not drawn)	-1.0	2	0.2	9	-71	16	8	20	140*
Cn1ncc(N=Cc2ccc([N+](=O)[O-])cc2)c1C(=O)Nc1ccccc1	-2.1	0	-2.2	-9	3	10	4	18	102
CCCn1c(N)nc2ccccc21	-2.7	2	-1.8	5	7	-5	1	0	87
Cc1cc(C)c(C#N)c(SCc2cn3c(C)cccc3n2)n1	0.3	-7	-2.8	20	-12	-2	7	-6	108
